# Screens (PubChem BioAssay)
# KOR beta-arrestin-1 = kappa opioid receptor activators – cell-based, luminescence, uHTS, primary screen (AID 1777) | KOR beta-arrestin recruitment, luminescence; higher % means a stronger effect | activation, % at 10 µM; hits with a dose series show EC50 in µM | 0.02% of 280,000 active; in the data active means activation above about 50%, passing the limit was not always enough; further: a part of the inactive calls stands beside numbers as strong as those of hits
# GPR55 activation = selective activators of receptor GPR55 – imaging, U2OS cells, beta-arrestin-GFP redistribution, primary screen (AID 1961); U2OS GPR55 beta-arrestin-GFP redistribution imaging; higher % means a stronger effect; activation, % at 10 µM; hits with a dose series show EC50 in µM; 0.048% of 290,000 active;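 active means activation above 40% with more than 50 cells counted in the well; inconclusive means wells holding fewer than 50 cells, flagged as toxic or sparse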;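 further: U2OS osteosarcoma cells stably expressing GPR55 and beta-arrestin-GFP; plate controls were DMSO negative control for no effect and LPI positive control for full effect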
# KOR beta-arrestin-2 = KOR antagonists, beta-arrestin recruitment, cell-based, luminescence, uHTS (AID 1778); 0.091% of 290,000 active; one-dose inhibition, % at 10 µM; IC50 in µM for titrated hits; KOR beta-arrestin recruitment, luminescence, antagonist mode; higher % means a stronger effect; further: strong numbers were not always called active
# AID2073 = inhibitors of Mint1-CaV2.2 protein interaction, biochemical, HTRF (AID 2073); 0.19% of 290,000 active; one-dose inhibition, % at 20 µM; IC50 in µM for titrated hits; HTRF protein-protein interaction, Mint1-CaV2.2; higher % means a stronger effect; in the data active means inhibition mostly above about 51%, no sharp cut-off; inconclusive means no clear call, values can overlap the other calls; inactive means mostly below about 53%; further: some results filed as inactive read as strong as hits
# NOD2 inhibition = inhibition of NOD2-driven NF-kB reporter – cell-based, luminescence, uHTS, HEK293 (AID 1566) | 0.63% of 290,000 active | HEK293 NOD2/NF-kB luciferase reporter, luminescence; higher % means a stronger effect | inhibition, % at 4 µM, or EC50 in µM where a hit was titrated; further: many of its hits are not listed in these tables
# Dynein cargo inh = blocks dynein driven cargo transport along microtubules; 3617.4 mouse cells, GR-EGFP nuclear translocation imaging; test concentration mostly 20 µM; stimulated with dexamethasone, 1 µM; hits give low values; 0.47% of 220,000 active; z-score, hits read low; AID 1381;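 active means plate z-score of nuclear minus cytoplasmic receptor signal below a set negative limit, without overly bright fluorescence or cell loss, cut at about -3.5 in these data, passing the limit was not always enough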;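 further: z-score of nuclear minus cytoplasmic ring GR-EGFP intensity difference per well; some compounds called inactive have numbers as strong as hits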
#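 Also added: dexamethasone, 1.0 µM final. Medium: tet-free, stripped-serum medium. Detection: fixed, Hoechst-stained cells imaged at 10x for EGFP. Read-out: nuclear-to-cytoplasmic GR-EGFP distribution per well. Times: induction 48 h, compound 1 h, agonist 30 min.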
# NOD1 inhibition = NOD1 signaling inhibitors, primary screen, cell-based, luminescence, uHTS (AID 1578) | one-dose inhibition, % at 4 µM; EC50 in µM for titrated hits | 1% of 290,000 active | NOD1-driven NF-kB luciferase reporter cells, luminescence; higher % means a stronger effect; in the data active means inhibition mostly above about 36%, no sharp cut-off; inactive means mostly below about 34%;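 further: HEK-293T reporter cells stimulated with the NOD1 agonist gamma-tri-DAP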
# P. falciparum M1AAP = P. falciparum M1AAP inhibitors, biochemical, fluorogenic H-Leu-NHMec substrate, 1536-well (AID 1445); recombinant M1AAP, H-Leu-NHMec fluorogenic kinetic assay; higher % means a stronger effect; inhibition, % at 30 µM; hits with a dose series show IC50 in µM; 0.42% of 220,000 active;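 active means primary inhibition above the hit cutoff, then over 50% inhibition at one or more dose response concentrations, cut at about 23% in these data, passing the limit was not always enough; inconclusive means conflicting primary data, or primary hits not chosen for dose response; inactive means low primary inhibition, or under 50% at every dose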;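 further: plate controls were DMSO full reaction for no effect and no enzyme background for full effect; strong numbers were not always called active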
# P. falciparum M17LAP = P. falciparum M17LAP inhibitors, primary screen, biochemical, fluorogenic H-Leu-NHMec substrate, 1536-well (AID 1619); one-dose inhibition, % at 30 µM; IC50 in µM for titrated hits; recombinant M17LAP, H-Leu-NHMec fluorogenic kinetic assay; higher % means a stronger effect; 0.38% of 220,000 active;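 active means compound inhibiting the enzyme by more than half at any dose during confirmatory dose-response retesting; inconclusive means strong single-dose inhibitors picked by rank but not retested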;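 further: plate controls were full reaction with DMSO carrier for no effect and no enzyme background for full effect; strong numbers were not always called active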
# Dynein cargo inh cytoplasmic EGFP = recorded beside Dynein cargo inh, whose call it bears; z-score; measured here: cytoplasmic GR-EGFP intensity; hits give high values
# Dynein cargo inh nuclear GR-EGFP = further read-out of Dynein cargo inh, marked with its call; z-score; measured here: nuclear GR-EGFP intensity;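 lower value marks the stronger effect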
# Dynein cargo inh cell count = recorded beside Dynein cargo inh, whose call it bears; z-score; measured here: cell count per field
# * = called active by the depositor; ? = inconclusive; · = no result given; [ ] = dose if it differs, or a comment. Unless noted, no stated cut-off is given here; in the data, active means inhibition above about 50%; inactive means the rest.
# Under each structure – KOR beta-arrestin-1	GPR55 activation	KOR beta-arrestin-2	AID2073	NOD2 inhibition	Dynein cargo inh	Dynein cargo inh cytoplasmic EGFP	Dynein cargo inh nuclear GR-EGFP	Dynein cargo inh cell count	NOD1 inhibition	P. falciparum M1AAP	P. falciparum M17LAP
> O=C(c1ccccc1)N1CCN(c2ncnc3c2cnn3-c2ccccc2)CC1
→ -1.6%	1.1%	9%	6%	7%	-0.56	-0.2	-0.16	0.38	-14%	15%	1%
> Cc1ccccc1NC(=O)Cc1nnc(SCC(=O)N2CCOCC2)n1C
→ -0.4%	0.2%	-7%	0%	-5%	·	·	·	·	-34%	·	·
> CC(NC(=O)CCC(=O)NC(C)c1ccccc1)c1ccccc1 (stereo not drawn)
→ 1.1%	-0.1%	-58%[20 µM]	2%	-8%	·	·	·	·	-20%	·	·
> CCOC(=O)c1cc(-c2ccccc2)nc2ccc(C)cc12
→ 2.8%	-0.1%	9%	-11%	-10%	1.5	-0.26	0.61	-0.44	7%	-1%	-2%
> O=C1CC(c2ccccc2)CC(O)=C1C=NCc1ccc(Cl)c(Cl)c1 (stereo not drawn)
→ 1.8%	0.6%	-15%	-5%	12%	-0.75	-0.19	0.3	0.63	4%	-2%	-10%
> CC1CCCCN1C(=O)CCC(=O)Nc1nnc(C(F)(F)F)s1 (stereo not drawn)
→ -3.3%	-0.2%	-17%	12%	12%	·	·	·	·	-17%	·	·
> Cc1ccc(-c2nnc(C)c(N3CCCC3)n2)cc1
→ 6.0%	-0.3%	-24%	-8%	4%	0.92	-0.16	0.37	-0.58	-44%	1%	-4%
> COc1cc(C)c(NC(=S)Nc2ccc(C)c(Cl)c2)cc1OC
→ 1.6%	0.0%	25%	-16%	8%	-0.67	-0.32	-0.62	0.38	-3%	5%	17%
> Cc1nn(-c2ccccc2)c(C)c1NC(=O)CCl
→ 0.4%	0.4%	-23%	2%	-2%	0.078	-0.19	0.2	0.16	6%	-4%	5%
> CCOc1ccc(CNC(=O)C2CC(=O)N(C3CCCC3)C2)cc1OC (stereo not drawn)
→ 5.6%	-0.1%	-20%	16%	17%	-0.71	-0.17	-0.3	0.49	18%	-2%	-3%
> CN(Cc1ccccc1)C(=O)C1CCN(S(=O)(=O)c2ccc(-n3cnnn3)cc2)CC1
→ 2.0%	0.0%	-21%	3%	8%	·	·	·	·	-27%	·	·
> N#CC(C(=O)NCCc1ccccc1)c1nc2ccccc2nc1N1CCOCC1 (stereo not drawn)
→ -1.1%	0.2%	-21%	5%	3%	0.66	1.6	0.8	0.77	·	4%	-2%
> O=C(CN1C(=O)NC2(CCCC2)C1=O)N1CCN(S(=O)(=O)c2ccccc2)CC1
→ -3.9%	0.1%	26%	1%	-5%	0.55	-0.32	0.95	-0.36	-25%	8%	0%
> Cc1ccc(-c2n[nH]c3c2C(c2cccc(O)c2)N(c2ccc(C(=O)O)cc2)C3=O)cc1 (stereo not drawn)
→ 0.2%	·	20%	-1%	8%	-0.27	-0.27	0.3	0.48	-5%	37µM*	45%
> CN1CCN(CC(=O)NC23CC4CC(CC(C4)C2)C3)CC1
→ 4.3%	-0.1%	27%	8%	-1%	-0.63	-0.76	-0.55	0.009	6%	·	·

# A draw from above in order of length of the SMILES, low to high:
# Under each structure – KOR beta-arrestin-1	GPR55 activation	KOR beta-arrestin-2	AID2073	NOD2 inhibition	Dynein cargo inh	Dynein cargo inh cytoplasmic EGFP	Dynein cargo inh nuclear GR-EGFP	Dynein cargo inh cell count	NOD1 inhibition	P. falciparum M1AAP	P. falciparum M17LAP
> Cc1nn(-c2ccccc2)c(C)c1NC(=O)CCl
→ 0.4%	0.4%	-23%	2%	-2%	0.078	-0.19	0.2	0.16	6%	-4%	5%
> Cc1ccc(-c2nnc(C)c(N3CCCC3)n2)cc1
→ 6.0%	-0.3%	-24%	-8%	4%	0.92	-0.16	0.37	-0.58	-44%	1%	-4%
> CCOC(=O)c1cc(-c2ccccc2)nc2ccc(C)cc12
→ 2.8%	-0.1%	9%	-11%	-10%	1.5	-0.26	0.61	-0.44	7%	-1%	-2%
> CC(NC(=O)CCC(=O)NC(C)c1ccccc1)c1ccccc1 (stereo not drawn)
→ 1.1%	-0.1%	-58%[20 µM]	2%	-8%	·	·	·	·	-20%	·	·
> COc1cc(C)c(NC(=S)Nc2ccc(C)c(Cl)c2)cc1OC
→ 1.6%	0.0%	25%	-16%	8%	-0.67	-0.32	-0.62	0.38	-3%	5%	17%
> Cc1ccccc1NC(=O)Cc1nnc(SCC(=O)N2CCOCC2)n1C
→ -0.4%	0.2%	-7%	0%	-5%	·	·	·	·	-34%	·	·
> N#CC(C(=O)NCCc1ccccc1)c1nc2ccccc2nc1N1CCOCC1 (stereo not drawn)
→ -1.1%	0.2%	-21%	5%	3%	0.66	1.6	0.8	0.77	·	4%	-2%
> O=C(c1ccccc1)N1CCN(c2ncnc3c2cnn3-c2ccccc2)CC1
→ -1.6%	1.1%	9%	6%	7%	-0.56	-0.2	-0.16	0.38	-14%	15%	1%
> CN(Cc1ccccc1)C(=O)C1CCN(S(=O)(=O)c2ccc(-n3cnnn3)cc2)CC1
→ 2.0%	0.0%	-21%	3%	8%	·	·	·	·	-27%	·	·

# Next section
# Under each structure – KOR beta-arrestin-1	GPR55 activation	KOR beta-arrestin-2	AID2073	NOD2 inhibition	Dynein cargo inh	Dynein cargo inh cytoplasmic EGFP	Dynein cargo inh nuclear GR-EGFP	Dynein cargo inh cell count	NOD1 inhibition	P. falciparum M1AAP	P. falciparum M17LAP
> Cc1cc(=O)n(CC(=O)Nc2cc(Cl)ccc2C)c(C(C)C)n1
→ -7.2%	0.7%	0%	1%	6%	-1	-0.32	-0.87	0.78	-22%	5%	-4%
> CC(=O)Nc1ccc(S(=O)(=O)NC2(C(F)(F)F)NC(=O)N(c3ccc(Cl)cc3)C2=O)cc1 (stereo not drawn)
→ 0.1%	0.5%	6%	7%	6%	-0.22	-0.19	0.43	0.7	0%	2%	-3%
> COC(=O)c1cc(C(=O)c2ccccc2)n2c(=O)/c(=C\N(C)C)sc12
→ 8.1%	-0.2%	20%	-2%	9%	0.85	0.5	0.24	-0.51	-11%	1%	5%
> O=C(Nn1cnnc1)c1csc2ccccc12
→ -0.6%	-0.1%	19%	-11%	15%	-0.35	-0.16	-0.12	0.31	-7%	-2%	-8%
> O=S(=O)(c1cccs1)N1CCN(C/C=C/c2ccccc2)CC1
→ 0.0%	-0.1%	17%	6%	1%	-1.4	-0.27	-0.5	0.37	2%	10%	-6%
> CNc1nc(-c2c(C)n(C)c3ccc(OC)cc23)cs1
→ -1.9%	0.0%	10%	-5%	8%	·	·	·	·	1%	·	·
> CC(C)NS(=O)(=O)c1ccc(CCC(=O)Nc2ccc3c(c2)OCCO3)cc1
→ 5.9%	-0.2%	8%	-7%	-2%	-0.019	-0.12	0.21	-0.33	-24%	23%	7%
> Cc1ccc(NC(=O)CN2C(=O)N/C(=C/c3cc(C)n(-c4cccc(C(=O)O)c4)c3C)C2=O)cc1
→ -2.4%	-0.5%	-3%	29%	7%	0.41	-0.12	0.11	-0.94	-19%	12%	?
> CCOc1ccc(CCNC(=O)CCn2cccc2)cc1OCC
→ -3.2%	0.0%	15%	-6%	-5%	0.63	-0.27	0.96	-0.86	-15%	5%	-2%
> O=C(O)c1ccc2c(c1)C(=O)N(c1nccs1)C2=O
→ -2.2%	-0.1%	3%	4%	8%	0.78	-0.3	0.8	0.66	-3%	-1%	-11%
> Cc1ccc(N(CCC#N)C(=O)CSc2ccc3c(c2)OCCO3)cc1
→ 4.5%	-0.1%	17%	-14%	9%	-0.84	0.39	0.33	0.94	4%	-2%	5%
> COc1ccccc1N1CCN(C(=O)CSc2ncnc3scc(-c4ccccc4)c23)CC1
→ 1.0%	-0.3%	-28%	16%	18%	-0.3	-0.22	0.013	-0.24	60%	14%	4%
> CC(C)CCN1CCN(Cc2cc3ccccc3[nH]2)CC1CCO (stereo not drawn)
→ -0.1%	0.2%	-17%[20 µM]	1%	-5%	·	·	·	·	-18%	·	·
> Cc1ccc(F)c(NC(=O)/C(C#N)=C(\O)c2ccc(C(C)(C)C)cc2)c1
→ -1.6%	-0.2%	-27%	19%	-32%	0.84	-0.31	0.57	0.29	-37%	-8%	6%
> N#CC1=C(N)Oc2n[nH]c(-c3ccc(F)cc3)c2C1c1cccc(OC(=O)N2CCOCC2)c1 (stereo not drawn)
→ -8.5%	-0.1%	3%	15%	13%	-0.79	-0.26	-0.11	0.87	8%	15%	48%
> CCC1CCC(C(=O)NC(C(=O)NCCN2CCOCC2)C(C)C)CC1 (stereo not drawn)
→ -1.7%	-0.1%	-8%	-6%	-43%	·	·	·	·	-24%	·	·
> COc1ccc(/C=C(\C#N)C(=O)OCC(=O)Nc2c(C)cccc2C(C)C)cc1
→ 2.9%	0.2%	-31%	-4%	-6%	-0.34	-0.22	-0.13	0.089	22%	11%	-10%
> CN1CCN(CC(=O)Nc2ccc([N+](=O)[O-])cc2Br)CC1
→ -3.0%	-0.1%	-15%	0%	10%	-0.14	0.2	0.75	-0.33	32%	3%	8%
> COC(=O)CCc1ccc(O)cc1
→ -1.9%	-0.2%	-8%[20 µM]	2%	10%	·	·	·	·	-24%	·	·
> Cc1cc2nc3n(c2cc1C)CC1CC(C(=O)NCc2cccc(C(F)(F)F)c2)N(C)C31 (stereo not drawn)
→ 3.8%	0.3%	-8%	6%	18%	-0.47	-0.83	-0.2	0.2	7%	5%	7%
> COC(=O)c1ccc(-c2ccc(C(c3c(C)[nH][nH]c3=O)c3c(C)[nH][nH]c3=O)o2)cc1
→ -4.0%	0.0%	-2%	48%	7%	2.2	-0.21	1	-0.54	-15%	6%	6%
> Cc1ccccc1N1C(=O)CC2(CCCC2)CC1=O
→ -5.3%	0.1%	4%	13%	16%	-0.17	-0.12	-0.035	0.13	-19%	-2%	-2%

# Only part of the results is shown; rates above refer to the full screens.
